RECQ1 helicase: blocks DNA unwinding by human RECQ1 | P46063 | RECQ1 DNA unwinding, red fluorescence kinetic read | Potency, µM (series often up to 57.3 µM), without a hit: at the top dose activity, negative = inhibition, actives largely listed as inhibitors | hit rate 0.54% among 240,000 | AID 2549;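 further: plate controls were vehicle for no effect and no enzyme for full effect; nearly all actives have a fitted effect of over 30% in size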
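50 nM RECQ1T1 preincubated 15 min with compound in Tris pH 8.0 buffer with MgCl2, DTT, Tween-20 and 2.5 ug/ml poly(dI-dC); started with 200 nM TAMRA/BHQ-2 forked duplex and 2 mM ATP. Unwinding read as fluorescence (525/598 nm), two reads 2 h apart.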
TR SRC2 fluor cs: counter-screen for TRb-SRC2 inhibitors: fluorescence interference; TRb/SRC2 Texas Red total fluorescence interference; Potency, µM (series often up to 106 µM), for the others: top-dose fluorescence change, negative = quenching; hit rate 0.29% among 280,000; active means well fitted curve in either direction with a large enough effect; inconclusive means small, poorly fitted or top-dose-only effect; further: on the % scale 0 is the no-effect control and ±100 the full control effect
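Flags fluorescent or light-absorbing compounds by total fluorescence, S + 2P, at 555 nm excitation and 632 nm emission. Mixture: 20 nM Texas Red SRC2 peptide, 0.6 uM human TRb LBD, 1 uM T3, 5% DMSO; compound exposure 5 h at ambient temperature.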
ALDH1A1 inh: inhibitors of human aldehyde dehydrogenase 1A1 | P00352 | Purified ALDH1A1, NADH fluorescence, propionaldehyde substrate | Potency, µM (highest dose often 75.3 µM), without a hit: top-dose activity, negative = inhibition, usual class: inhibitors | hit rate 7.3% among 220,000 | AID 1030; active means well fitted inhibition curve with a large enough effect, not every such curve was filed as active; inconclusive means small, poorly fitted or top-dose-only effect, or another doubt; inactive means no such curve, though single readings can be large or run the other way;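 further: plate controls were no enzyme wells and a reference inhibitor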
GoLoco inh red: blocks human Gai1 binding to RGS12 GoLoco peptide, red readout. Potency, µM (highest dose often 61.6 µM), for the others: top-dose activity, negative = inhibition, usual class: inhibitors. Gai1:RGS12 GoLoco peptide FP, rhodamine, 10 min. AID 880. hit rate 0.44% among 230,000. P63096; active means well fitted inhibition curve with a large enough effect, not every such curve was filed as active; inactive means no such curve, though single readings can be large or run the other way; further: on the % scale 0 is the no-effect control and ±100 the full control effect; nearly all actives have a fitted effect of over 30% in size; many of its hits are not listed in these tables
SMN2 splice enh: SMN2 splice variant enhancement; HEK293 SMN2-luciferase splicing reporter, luminescence, 30-36 h; Potency, µM (doses to about 46.1 µM), for the others: at the top dose activity change, positive = activation, hits mostly activators; hit rate 2.8% among 210,000; AID 1458; further: % of control where 0% means no effect; nearly all actives have a fitted effect of over 55% in size
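qHTS luciferase splicing reporter: luminescence rises when SMN2 exon 7 is included in transfected HEK293 cells. Compound exposure lasted 30-36 h at 37C, with 4.5 mM final sodium butyrate as control, followed by a ONE-Glo read.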
Lamin A splicing: modulators of lamin A splicing; HeLa LMNA splicing GFP/RFP minigene ratio, 48 h; Potency, µM (series often up to 46.1 µM), for the others: top-dose ratio change, negative = inhibition, usual class: inhibitors; hit rate 0.01% among 200,000; active means well fitted inhibition curve with a large enough effect in the signal ratio, with a control signal flat, not every such curve was filed as active; inconclusive means small, poorly fitted or top-dose-only effect, or effect the other way, or a change in a side signal; the % refers to the signal ratio; further: on the % scale 0 is the no-effect control and ±100 the full control effect
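Read-out is the ratio of GFP to DsRed2 object intensity, acquired by 488 nm laser-scanning cytometry on HeLa lamin A-EGFP minigene reporter cells. Compound incubation 48 hrs at 37 °C in Opti-MEM with 2% FBS; DMSO 0.5% final.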
TRb-SRC2 inh: inhibitors of human thyroid hormone receptor beta-SRC2 interaction | TRbeta-SRC2 peptide binding, fluorescence polarization; receptor liganded with 1 µM T3 | Potency, µM (highest dose often 106 µM), inactives show at the top dose activity change, negative = inhibition, most hits filed as inhibitors | hit rate 0.065% among 280,000 | AID 1469;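 further: plate controls were bound peptide for no effect and peptide without receptor for full effect; nearly all actives have a fitted effect of over 50% in size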
Target sequence (P10828 whole entry, looked up): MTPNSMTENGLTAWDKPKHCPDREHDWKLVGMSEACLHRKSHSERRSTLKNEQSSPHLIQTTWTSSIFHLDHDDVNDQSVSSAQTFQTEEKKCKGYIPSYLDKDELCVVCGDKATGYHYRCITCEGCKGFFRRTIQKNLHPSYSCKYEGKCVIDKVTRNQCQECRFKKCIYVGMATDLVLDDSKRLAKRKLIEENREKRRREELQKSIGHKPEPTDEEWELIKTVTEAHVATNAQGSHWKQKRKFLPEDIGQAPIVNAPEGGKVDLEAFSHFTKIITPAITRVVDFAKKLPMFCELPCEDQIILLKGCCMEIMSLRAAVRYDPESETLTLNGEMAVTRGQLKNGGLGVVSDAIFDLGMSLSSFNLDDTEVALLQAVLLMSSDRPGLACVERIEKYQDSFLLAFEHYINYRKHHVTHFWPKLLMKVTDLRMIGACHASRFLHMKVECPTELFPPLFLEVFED
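Each compound concentration gave % activity, normalized to unbound and bound Texas Red SRC2 controls, from polarization read after 5 hr ambient incubation with T3-loaded human TRb LBD.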
KDM4E inh: inhibitors of human JMJD2E histone demethylase | B2RXH2 | JMJD2E catalytic domain, FDH-coupled NADH fluorescence (FDH is formaldehyde dehydrogenase) | Potency, µM (highest dose often 57.1 µM), for the others: at the top dose activity change, negative = inhibition, actives largely listed as inhibitors | hit rate 1.6% among 230,000 | AID 2147; active means well fitted inhibition curve with a large enough effect, not every such curve was filed as active; inconclusive means small, poorly fitted or top-dose-only effect, or another doubt; inactive means no such curve, though single readings can be large or run the other way;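 further: 0% = wells with enzyme and -100% = buffer wells without enzyme; nearly all actives have a fitted effect of over 50% in size; many of its hits are not listed in these tables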
Target sequence (B2RXH2 1-337 limits assumed): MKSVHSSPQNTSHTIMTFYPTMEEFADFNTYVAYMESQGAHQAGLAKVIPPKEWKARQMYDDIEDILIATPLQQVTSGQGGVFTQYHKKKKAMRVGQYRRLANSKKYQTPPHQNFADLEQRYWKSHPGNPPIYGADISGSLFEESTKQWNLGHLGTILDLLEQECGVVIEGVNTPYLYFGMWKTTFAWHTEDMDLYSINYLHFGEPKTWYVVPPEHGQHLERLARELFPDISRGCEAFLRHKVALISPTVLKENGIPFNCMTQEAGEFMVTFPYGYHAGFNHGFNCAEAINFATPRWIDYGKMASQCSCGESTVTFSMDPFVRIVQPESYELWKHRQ
Active calls of the source: *; i = inactive; ? = inconclusive; . = not tested or not shown; [ ] = dose if it differs, or a comment. Unless noted, the call rests on the fitted dose curve; in most records, active means well fitted curve in the direction sought with a large enough effect; inconclusive means small, poorly fitted or top-dose-only effect, or another doubt; inactive means no such curve, though single readings can be large; an effect the other way counts as inactive or inconclusive. Potency means the concentration at half of the fitted maximal effect. These rows are one share of the data; rates above refer to the full screens.

molecule	RECQ1 helicase	GoLoco inh red	KDM4E inh	ALDH1A1 inh	TRb-SRC2 inh	TR SRC2 fluor cs	SMN2 splice enh	Lamin A splicing
C=CCN(CCNP(=O)(OCC)OCC)CP(=O)(OCC)OCC	-10%	3%	6%	-4%	0%	0%	30%	0%
CCCCN(CC)C(=O)CN(C)S(=O)(=O)c1cccc2nsnc12	i	8%	4%	-10%	-1%	-2%	-2%	6%
CC(C)(C)NC(=O)C(c1ccccc1)N(Cc1ccco1)C(=O)c1csnn1 (stereo not drawn)	i	1%	5%	3%	-1%	2%	-5%	-10%
CC(=O)OCC(=O)Nc1ccc(Br)c(C)c1	-20%	15%	15%	20%	4%	-1%	4%	.
O=C(CN1C(=O)c2ccccc2C1=O)NN1C(=O)c2ccccc2C1=O	-7%	16%	?	2.8µM*	3%	-6%	11%	-6%
O=C(Nc1ccc2c(c1)OCCO2)C1CCN(c2cnccn2)CC1	i	2%	?	1%	-2%	2%	2%	-9%
O=C(O)CC1(CC(=O)Nc2ccc3c(c2)OCCCO3)CCCCC1	-3%	3%	-1%	?	8%	-1%	.	.
O=S(=O)(NCc1ccccc1)c1ccc(S(=O)(=O)NCC2CCCO2)cc1 (stereo not drawn)	i	-1%	1%	0%	9%	-1%	.	3%[9.22 µM]
N[C@@H](Cc1cnc[nH]1)C(=O)O	i	16%	?	-10%	0%	0%	-11%	-19%
CCOc1cc2nc(-c3ccc(OC)c(OC)c3)nc(N3CCOCC3)c2cc1OC	-3%	4%	1%	?	12%	0%	-15%	?
Cc1ccc2c(C)c(C(=O)N3CCC(N4CCC(C(=O)NC5CC5)CC4)CC3)oc2c1	-1%	2%	-7%	.	7%	0%	.	.
CCOC(=O)c1c(C)c(C(=O)N2CCN(c3ccccc3)CC2)c(C)n1C	-8%	0%	6%	-4%	9%	0%	-10%	.
COc1ccc(OC)c2sc(N3CCc4ccccc4C3)nc12	-1%	1%	-11%	?	-1%	-4%	3%	-22%[46 µM]
Brc1ccc(-c2nnc(SCCC3OCCCO3)o2)cc1	i	2%	7%	9%	-1%	1%	26%	2%
c1ccc(-c2csc3nnc(SCc4ccc5c(c4)OCCO5)n23)cc1	i	2%	6%	-6%	0%	1%	-9%	-2%
c1ccc(OCc2nn3c(-c4ccccn4)nnc3s2)cc1	i	-7%	3%	1%	-18%	1%	0%	?
COc1ccc(-c2cc(CCCC(=O)NCc3ccccn3)no2)cc1	-1%	6%	6%	?	4%	-6%	-34%	-2%
CCc1ccc(CNc2ccc(N3CCN(C(C)=O)CC3)cc2)cc1	-7%	-6%	?	22µM*	-7%	12%	.	-25%
COc1ccc(S(=O)(=O)N2CCCCC2)cc1NC(=O)CSc1nccn1C	-3%	-22%	9%	?	5%	1%	0%	.
Cc1ccccc1Nc1ncnc(N)n1	-1%	7%	1%	13%	8%	-2%	7%	-20%[9.22 µM]
CCS(=O)(=O)N1CCCC(C(=O)NCc2ccc3c(c2)OCO3)C1 (stereo not drawn)	-11%	8%	-2%	6%	-12%	-4%	10%	-1%[0.0737 µM]
CC(=O)C1=C(C)OC(N)=C(C#N)C1c1cccc([N+](=O)[O-])c1 (stereo not drawn)	-8%	-1%	-1%	?	1%	-3%	7%	.
O=C(O)C1Cn2c(nc3c(c2=O)C2(CCCC2)Cc2ccccc2-3)S1 (stereo not drawn)	i	-14%	?	-4%	-2%	-4%	4%	11%[46 µM]
CCC(=O)NC(c1ccccc1)c1nc2ccccc2[nH]1 (stereo not drawn)	-14%	4%	3%	-6%	5%	-5%	8%	3%
Cc1ccc(NC(=O)c2ccc(C#CC3(O)CCCCC3)cc2)cc1C	-15%	0%	?	-11%	-2%	1%	-13%	-7%
COc1cc(C(=O)O)nc2ccccc12	-15%	-8%	0%	7%	-13%	-1%	2%	10%
COc1cccc(-c2nccc(NCc3cccc(C)c3)n2)c1	-12%	-3%	-14%	15%	3%	-2%	11µM*	12%
Cn1c(=O)oc2cc(S(=O)(=O)NCCC(=O)N3CC=C(c4ccccc4)CC3)ccc21	-4%	-1%	?	?	12%	1%	-17%	2%
CCCCC1=CC2=C(c3ccco3)C(=O)C(C)(OC(=O)c3ccc(OC)cc3)C(=O)C2=CN1C1CCCC1 (stereo not drawn)	0%[11.5 µM]	2%[14.2 µM]	-2%[11.4 µM]	?	8%[11.2 µM]	-1%[11.2 µM]	12%[9.22 µM]	-11%[9.22 µM]
Cc1oc(-c2ccc(Cl)cc2)nc1CSCC(=O)NCCCN1CCOCC1	-5%	11%	?	?	0%	-5%	-39%[inhibitor]	?
Cc1ccc(CCc2nnc(SCC(=O)Nc3cc(Cl)ccc3Cl)n2-c2ccccc2)o1	-7%	-2%	-8%	25µM*	6%	2%	-16%	?
Cc1ccc(OCC(=O)Nc2ccc(-c3nc4ncccc4o3)cc2)cc1	-4%	-4%	?	?	-2%	0%	?	0%
COc1cc(NC(=O)CN(C)S(=O)(=O)c2ccc3nc(C)sc3c2)cc(OC)c1	-8%	-3%	11%	-2%	4%	-1%	-45%[inhibitor]	.
CCOC(=O)c1cnc(SCC(C)C)nc1N	-6%	7%	-6%	?	-4%	-2%	14µM*	14%
NC(=O)c1ccccc1NC(=O)Nc1ccccc1Cl	i	-7%	?	0%	-5%	-2%	-6%	.
Cc1[nH]c2c(C)cccc2c1CCNS(=O)(=O)c1cccc([N+](=O)[O-])c1	-10%	0%	7%	3%	-1%	-2%	11%	-20%
CNC(=S)N1CCC(NC(=O)C(Cc2ccc(F)cc2)NC(C)=O)CC1 (stereo not drawn)	-1%	1%	2%	0%	-6%	2%	16%	0%[46 µM]
COc1ccc(N2CCN(C(C)C(=O)N3CCCC3)CC2)cc1 (stereo not drawn)	i	4%	?	?	-6%	-2%	4%	.
COc1ccccc1OCCc1nnc(N)s1	-9%	-1%	0%	13%	-11%	-2%	4%	-1%
OCCN(Cc1ccccc1)Cc1cccc(Cl)c1Cl	8%	-7%	?	?	-4%	-1%	-19%	6%
CCOC(=O)c1sc(NC(=O)c2ccc(CC)s2)nc1C	0%	-5%	3%	?	1%	-4%	2µM*	6%
Cc1nc2ccccc2n(CC(=O)Nc2cc(Cl)cc(Cl)c2)c1=O	-4%	1%	?	-7%	0%	-1%	25%	.
CC1(C)c2cc(Cl)ccc2-n2c1cc(O)c(-c1ccccc1)c2=O	-2%	9%	-8%	.	1%	-2%	.	.
CC(=O)/C(N=Nc1c(C)n(C)n(-c2ccccc2)c1=O)=C(\C)O	-14%	6%	-2%	4%	0%	-2%	-3%	14%[46 µM]
O=C(Cn1cc2c(n1)CCCCC2)NCc1ccccc1	-4%	-4%	8%	5%	-5%	0%	-6%	-2%
Cc1ccnc(NC2(C(F)(F)F)N=C3SCCN3C2=O)c1 (stereo not drawn)	0%	0%	13%	3%	4%	-2%	0%	13%[46 µM]
CNC(=O)c1[nH]cnc1C(=O)Nc1ccccc1OC	-1%	9%	22%	3%	-2%	-6%	?	-10%
COC(=O)C1CCN(CC(=O)Nc2ccc(OC)c(Cl)c2)CC1	-11%	3%	-6%	4%	13%	-2%	20%	.
CCN(CC)CCn1c(-c2ccccc2)nc2c(NCc3ccccc3)nc(C)nc21	-12%	0%	?	?	3%	-4%	-17%	.
Nc1ccccc1C(=O)N/N=C1/C2CN3CCN(C2)CC1(Cc1ccccc1)C3	-10%	-1%	?	?	-3%	-1%	-4%	.
COc1ccc(-c2c3c(=O)n(C)c(=O)n(C)c3cn2Cc2cccnc2)cc1	-8%	3%	2%	?	-4%	-1%	-15%	-2%
Cc1ccc(N2C(N)=C(C#N)C3(C(=O)N(C)c4ccccc43)C3=C2CC(C)(C)CC3=O)cc1Cl (stereo not drawn)	-4%	14%	16%	11%	-8%	3%	10%	?
O=C(CSc1nc(-c2ccc(F)cc2)cs1)N1CCc2ccccc21	-1%	.	2%	8%	-1%	-4%	.	5%
O=C(O)CC(c1ccccc1)c1ccccc1	-2%	1%	-1%	7%	-11%	-3%	-7%	-5%
CCNc1ncc2nc(-c3cn(C)c4ccccc34)c(=O)n(-c3ccc(OC)cc3)c2n1	-8%	28%	.	?	.	.	.	?
CCNc1nc(Oc2ccc(=O)[nH]n2)nc(N2CCOCC2)n1	i	4%	5%	7%	2%	1%	-14%	5%

Next structures
molecule	RECQ1 helicase	GoLoco inh red	KDM4E inh	ALDH1A1 inh	TRb-SRC2 inh	TR SRC2 fluor cs	SMN2 splice enh	Lamin A splicing
Nc1nc(SCC(=O)NC2CCCC2)[nH]c(=O)c1-c1ccccc1	-11%	2%	-3%	-5%	-5%	0%	-1%	9%
COc1ccc(C(=O)N2CC(c3ccccc3)CC2=O)cc1 (stereo not drawn)	i	-11%	-21%	5%	8%	-4%	.	.
CCCS(=O)(=O)N1CCC(C(=O)N2CCN(C(=O)OCC)CC2)CC1	-6%	-1%	2%	5%	-11%	-2%	3%	-2%
CCOC(=O)C1CCN(C2CCN(Cc3nc(-c4ccccc4)no3)CC2)CC1	i	-13%	3%	11%	-2%	5%	.	.
O=S(=O)(c1ccccc1)N1CCN(Cc2ccccc2C(F)(F)F)CC1	?	-2%	?	?	-3%	-6%	.	-14%
CCSc1nc(O)c(C2OC(=O)c3c2ccc(OC)c3OC)c(=O)n1CC (stereo not drawn)	14%	13%	?	-8%	1%	-2%	.	10%
Cc1cc(C)n(-c2nc3c(c(=O)[nH]c(=O)n3C)n2CC(O)c2ccccc2)n1 (stereo not drawn)	-11%	5%	-16%	?	-5%	-6%	-3%	6%
CCOc1ccc(N2CC(C(=O)NCc3ccc(C)n3C)CC2=O)cc1 (stereo not drawn)	-8%	4%	?	-8%	0%	-5%	.	.
Cc1ccc(C(C(=O)Nc2ccc(C(C)C)cc2)N(C)C(=O)c2ccc(=O)[nH]c2)cc1 (stereo not drawn)	-7%	6%	-13%	?	-3%	-8%	.	.

Source: PubChem (National Center for Advancing Translational Sciences (NCATS))
